# IDE cell inh = inhibits human insulin-degrading enzyme in HEK cells. P14735. FAbetaB cleavage, fluorescence polarization. inhibition, % at 5.59 µM. actives 0.41% (n = 320,000);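 active means percent inhibition above the average of all tested compounds plus 3 SD, set per screening campaign, cut at about 16% in these data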;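 further: IDE supplied by intact live HEK cells; FP after avidin binding of uncleaved biotin substrate so inhibition keeps polarization high; 0% = DMSO wells and 100% = 60 µM reference IDE inhibitor Ii1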
# HCV NS3 hel inh = blocks Hepatitis C virus NS3 helicase unwinding. NS3 helicase DNA unwinding, Cy5 molecular beacon fluorescence. inhibition, % at 10.9 µM. actives 0.56% (n = 290,000). AID 1800;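 active means inhibition above the mean of all tested compounds plus 3 SD, set per campaign, cut at about 35% in these data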;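 further: 0% = DMSO wells and 100% = thioflavine S control wells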
#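 System: Hepatitis C virus NS3 helicase domain fragment enzyme | Reagent: Annealed dual-labelled DNA beacon duplex, ATP-started | Compound dosing: 10.9 µM single point, 0.8% DMSO | Incubation: 1 h reaction at 25 °C, ATP-initiated | Technique: Cy5 fluorescence | Evaluation: Percent inhibition from t60/t0 fluorescence ratio | Benchmarks: Low DMSO, high thioflavine S at 110 µM | Replication: Singlicate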
# IMP-1 inhibitor = blocks Pseudomonas aeruginosa IMP-1 metallo-beta-lactamase; purified IMP-1, nitrocefin hydrolysis, epi-absorbance fluorescence; inhibition, % at 5.6 µM; actives 0.45% (n = 290,000);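 active means inhibition above the mean plus 3 SD of all compounds in the same screening run, cut at about 4.5% in these data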;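 further: 0% = IMP-1 with DMSO and 100% = DMSO wells lacking enzyme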
#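 System – purified recombinant IMP-1 beta-lactamase · Input – IMP-1 dispensed at 0.2 nM · Timing – 15 min preincubation plus 25 min reaction at 25 °C · Signal – Epi-absorbance fluorescence, 480 nm excitation, 530 nm emission · Measure – percent IMP-1 inhibition derived from blank-referenced optical density · Controls – Enzyme-plus-DMSO low control, enzyme-free DMSO high control · Replication – singlicate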
# IDE act = boosts human insulin-degrading enzyme activity in HEK cells; actives 0.073% (n = 340,000); activation, % at 5.96 µM; FAbeta-B cleavage, fluorescence polarization; 0% vehicle, 100% cell-free pure enzyme wells; P14735;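 active means activation above the mean of all tested compounds plus 3 SD, set per screening campaign, cut at about 17% in these data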
# VIM-2 inh = blocks Pseudomonas aeruginosa VIM-2 metallo-beta-lactamase; purified VIM-2, nitrocefin hydrolysis, epi-absorbance fluorescence; actives 0.89% (n = 290,000); AID 1527; inhibition, % at 5.6 µM;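 active means inhibition above the mean of all tested compounds plus 3 SD, cutoff set per screening run, cut at about 7.5% in these data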;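 further: red hydrolysis product quenches plate fluorescence so inhibitors raise well fluorescence; 0% = enzyme with DMSO and 100% = DMSO without enzyme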
# M18AAP inhibitor = PfM18AAP enzyme inhibition | recombinant PfM18AAP, H-Glu-NHMec fluorogenic cleavage | inhibition, % at 7.35 µM | actives 1.2% (n = 290,000) | AID 1822;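 active means inhibition above the campaign mean inhibition over all tested compounds plus 3 SD, cut at about 28% in these data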;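 further: 0% = plate median of test compound wells and 100% = 2 mM ZnCl2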
# UBC9 SUMO inh = blocks human SUMOylation mediated by UBC9; HTRF SUMOylation assay, SAE1/SAE2 + UBC9, in vitro; actives 0.36% (n = 290,000); P63279; inhibition, % at 35 µM; in the data active means inhibition above about 50%, passing the limit was not always enough; further: strong numbers were not always called active
# DNA FID counter = displaces DNA intercalator in HCV helicase counter-screen | DNA fluorescent intercalator displacement, fluorescence | inhibition, % at 7.9 µM | actives 0.17% (n = 290,000) | AID 1845; in the data active means inhibition above about 37%;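 further: 0% = vehicle and 100% = reference compound; higher means more ethidium bromide displaced from hairpin DNA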
# p-CIP stab down = p/CIP protein destabilization; Q05BA5; F442A p/CIP-EGFP cells, EGFP fluorescence, 16 h; decrease of EGFP signal, % at 10 µM; actives 0.01% (n = 290,000);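 active means EGFP signal decrease of at least 30% at 10 µM or well 3 SD below plate mean, unless failing retest; inactive means the rest, including hits failing retest or dose response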; further: some compounds called inactive have numbers as strong as hits; many of its hits are not listed in these tables
# Target sequence (Q05BA5 1-1403): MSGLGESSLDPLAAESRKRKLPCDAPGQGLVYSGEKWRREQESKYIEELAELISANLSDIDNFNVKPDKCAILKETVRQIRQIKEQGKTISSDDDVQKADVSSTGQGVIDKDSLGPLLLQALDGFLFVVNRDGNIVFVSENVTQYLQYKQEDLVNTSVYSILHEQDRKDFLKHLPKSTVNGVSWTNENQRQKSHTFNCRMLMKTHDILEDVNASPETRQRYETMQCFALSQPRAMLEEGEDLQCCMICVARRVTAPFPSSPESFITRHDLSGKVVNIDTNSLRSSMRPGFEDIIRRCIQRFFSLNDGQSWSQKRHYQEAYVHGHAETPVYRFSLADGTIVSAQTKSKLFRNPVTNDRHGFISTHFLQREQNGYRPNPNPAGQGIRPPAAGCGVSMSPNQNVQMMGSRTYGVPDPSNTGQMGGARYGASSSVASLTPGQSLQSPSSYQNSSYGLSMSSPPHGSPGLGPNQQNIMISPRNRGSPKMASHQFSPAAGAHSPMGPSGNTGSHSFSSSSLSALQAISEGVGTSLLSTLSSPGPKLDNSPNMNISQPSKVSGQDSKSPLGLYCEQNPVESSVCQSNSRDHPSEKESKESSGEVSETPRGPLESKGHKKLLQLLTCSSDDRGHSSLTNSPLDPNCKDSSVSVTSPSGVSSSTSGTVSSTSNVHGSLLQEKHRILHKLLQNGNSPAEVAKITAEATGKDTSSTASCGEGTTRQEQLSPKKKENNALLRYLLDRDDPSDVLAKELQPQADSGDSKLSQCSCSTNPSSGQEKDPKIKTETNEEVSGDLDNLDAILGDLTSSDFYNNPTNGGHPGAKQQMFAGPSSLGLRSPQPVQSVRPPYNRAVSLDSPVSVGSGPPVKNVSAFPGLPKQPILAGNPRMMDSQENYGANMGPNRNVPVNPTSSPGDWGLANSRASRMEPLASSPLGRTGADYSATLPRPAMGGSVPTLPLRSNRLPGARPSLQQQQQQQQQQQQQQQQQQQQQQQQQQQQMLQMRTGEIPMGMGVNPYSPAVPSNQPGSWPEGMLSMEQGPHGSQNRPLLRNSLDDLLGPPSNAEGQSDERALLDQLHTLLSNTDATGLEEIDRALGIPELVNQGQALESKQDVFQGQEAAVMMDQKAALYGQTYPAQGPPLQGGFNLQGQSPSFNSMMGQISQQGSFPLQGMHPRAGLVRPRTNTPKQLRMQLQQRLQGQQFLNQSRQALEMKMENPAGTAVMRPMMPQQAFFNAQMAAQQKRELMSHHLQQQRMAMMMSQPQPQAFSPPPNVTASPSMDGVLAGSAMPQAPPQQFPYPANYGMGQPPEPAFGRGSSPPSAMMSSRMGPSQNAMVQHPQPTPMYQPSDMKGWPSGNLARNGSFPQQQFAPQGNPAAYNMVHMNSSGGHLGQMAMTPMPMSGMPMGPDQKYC
# An asterisk follows results filed as active; nt = not tested or not shown.
# Second line of a record – p-CIP stab down	DNA FID counter	IDE cell inh	VIM-2 inh	M18AAP inhibitor	IMP-1 inhibitor	UBC9 SUMO inh	HCV NS3 hel inh	IDE act
CC(NS(=O)(=O)c1ccccc1)C(c1cccs1)N1CCN(C)CC1 (stereo unspecified)
    11	6	0	-0.4	-6	-0.9	20	5	-5
Cc1cccc(NC(=S)NC23CN4CN(CN(C4)C2)C3)c1C
    12	-13	-4	-3.7	12	-1.9	4	19	6
CS(=O)(=O)N(CC(=O)NCC1CCCO1)c1ccc(Cl)c(Cl)c1 (stereo unspecified)
    -3	-5	4	-4.0	-1	-3.6	8	-6	1
Cc1cc2nc(C(F)(F)F)cc(-c3cccs3)n2n1
    -19	-2	0	1.2	-5	-0.8	2	11	-3
CC(C)CCSc1nc2c(c(=O)[nH]c(=O)n2C)n1CCCc1ccccc1
    -10	0	2	-2.1	2	-2.9	14	-1	-3
COC(=O)c1ccc(CSc2nnc(C)s2)cc1
    -14	-7	3	-1.9	-10	-0.2	24	-4	2
OCCC1CN(CCCc2ccccc2)CCN1Cc1ccc(F)cc1 (stereo unspecified)
    4	-1	3	0.1	-4	0.2	17	-6	3
Cc1[nH]n(-c2ccc([N+](=O)[O-])cc2)c(=O)c1C=NCCN1CCN(C(=O)c2ccccc2)CC1
    -2	-1	3	0.4	1	-1.5	-1	1	4
CCOC(=O)/C(=C/c1ccc(OC(=O)c2ccncc2)cc1)C(C)=O
    0	6	-1	-3.0	-2	-3.2	5	-7	8
CC(NC(=O)Nc1ccccc1O)(C(F)(F)F)C(F)(F)F
    -19	-3	-3	-1.8	7	-1.8	22	6	-2
Cc1[nH]c(=O)c(C#N)c2c1COC(C)(C)C2
    5	-1	3	0.9	0	-0.4	-5	2	3
COc1cc(C(=O)Oc2ccc(Br)cc2C(=S)N2CCOCC2)cc(OC)c1OC
    2	-38	1	-1.4	25	-2.2	-4	-9	-4
CC(NC(=O)COC(=O)Cc1ccsc1)C1CC2CCC1C2 (stereo unspecified)
    -16	-19	-3	-4.2	-4	-3.7	2	-2	-3
CCCC(=O)N(Cc1cc2cccc(C)c2[nH]c1=O)c1ccccc1OC
    -7	-26	1	-2.6	-7	-2.0	9	-6	-1
Cn1c(=O)n(C)c2cc(S(=O)(=O)N3CCN(c4ccccc4)CC3)ccc21
    -17	0	-2	-2.6	0	-3.4	-1	-19	2
CCOC(=O)C1CCCN(C(=O)c2ccc(CS(=O)(=O)c3ccc(Br)cc3)o2)C1 (stereo unspecified)
    -17	-29	4	-1.4	-1	-1.0	20	-1	-2
CC(C)C(=O)Nc1ccc(C(=O)Nc2ccc(Br)cc2F)cc1
    10	-10	2	-1.9	0	-0.1	8	-22	2
O=[N+]([O-])c1cc(C(F)(F)F)ccc1N1CCC(O)CC1
    3	2	2	-2.9	1	-1.9	1	6	0
Cc1ccc(S(=O)(=O)N2CCCCC2)cc1C(=O)N1CCCC1
    -4	-9	1	-1.6	-2	-3.0	10	1	0
COc1ccc(S(=O)(=O)NCC(c2cccnc2)N2CCN(Cc3ccccc3)CC2)cc1C (stereo unspecified)
    1	6	-2	-1.6	5	-4.1	9	-47	-2
CCCCCCCCCCCC(=O)NC(C(=O)O)C(O)c1ccccc1 (stereo unspecified)
    -16	-19	4	-0.6	-7	-0.5	31	-7	1
Cc1cccc(N2CCN(CC(=O)NCC3CCCCC3)CC2)c1C
    6	-5	2	1.0	-3	-3.3	-5	-7	3
CCCCNc1nc2c(S(=O)(=O)c3ccccc3)nnn2c2ccccc12
    0	1	4	-2.7	-2	-2.4	0	-4	1
CCOC(=O)Cc1csc(NC(=O)CSc2ncnc3c2cnn3-c2ccc(OC)cc2)n1
    -10	-3	4	-2.3	0	-2.0	25	-7	1
CCCN(CCC)c1ncnc2c1cnn2-c1ccc(OC)cc1
    -2	-23	0	-0.6	-3	-2.8	9	0	-1
Cc1cc(C)n(C(=O)c2ccc(C)o2)n1
    -7	-3	1	-2.2	-2	-6.5	-4	-5	5
COc1ccc(C2CC(=O)C3=C(C2)NC(C)=C(C(=O)Nc2ccccc2C)C3c2coc3ccc(C)cc3c2=O)cc1OC (stereo unspecified)
    -9	-30	3	-2.2	-1	-1.2	-12	-1	-1
O=C(CSc1nnc(-c2ccccc2)o1)NC1CCCCC1
    -8	-24	-3	-2.2	-5	-4.5	2	30	-2
CC(=O)Oc1ccc(Nc2ccccc2)cc1
    -12	6	-6	-2.1	10	-2.2	2	13	-1
Cc1ccc(Cl)cc1N1CCN(C(=O)Cc2ccc(-n3c(=O)[nH]c4ccsc4c3=O)cc2)CC1
    10	-2	3	-3.1	2	-2.8	-17	-12	-6

# A different layout for some results above:
SMILES,p-CIP stab down,DNA FID counter,IDE cell inh,VIM-2 inh,M18AAP inhibitor,IMP-1 inhibitor,UBC9 SUMO inh,HCV NS3 hel inh,IDE act
Cc1cccc(N2CCN(CC(=O)NCC3CCCCC3)CC2)c1C,6,-5,2,1.0,-3,-3.3,-5,-7,3
CC(C)CCSc1nc2c(c(=O)[nH]c(=O)n2C)n1CCCc1ccccc1,-10,0,2,-2.1,2,-2.9,14,-1,-3
CS(=O)(=O)N(CC(=O)NCC1CCCO1)c1ccc(Cl)c(Cl)c1 (stereo unspecified),-3,-5,4,-4.0,-1,-3.6,8,-6,1
CC(C)C(=O)Nc1ccc(C(=O)Nc2ccc(Br)cc2F)cc1,10,-10,2,-1.9,0,-0.1,8,-22,2

# Structural class: the compounds so far with a nitro group on carbon
# Second line of a record – p-CIP stab down	DNA FID counter	IDE cell inh	VIM-2 inh	M18AAP inhibitor	IMP-1 inhibitor	UBC9 SUMO inh	HCV NS3 hel inh	IDE act
Cc1[nH]n(-c2ccc([N+](=O)[O-])cc2)c(=O)c1C=NCCN1CCN(C(=O)c2ccccc2)CC1
    -2	-1	3	0.4	1	-1.5	-1	1	4
O=[N+]([O-])c1cc(C(F)(F)F)ccc1N1CCC(O)CC1
    3	2	2	-2.9	1	-1.9	1	6	0

# Further records.
# Second line of a record – p-CIP stab down	DNA FID counter	IDE cell inh	VIM-2 inh	M18AAP inhibitor	IMP-1 inhibitor	UBC9 SUMO inh	HCV NS3 hel inh	IDE act
CCCCOc1ccc(C(C)NC(=O)CCS(=O)(=O)Cc2ccc(C)cc2)cc1 (stereo unspecified)
    6	0	-4	-0.8	-6	-0.2	-16	-6	2
COc1cc(NC(=O)CSc2ccc(-c3ccco3)nn2)cc(OC)c1
    -4	-27	2	-2.6	-19	-2.6	16	36*	4
CCn1c(C)nc2cc(S(=O)(=O)C(F)(F)F)ccc21
    3	-3	-3	2.1	-13	1.2	11	0	2
N#CC1=C(N)OC2=C(CCC/C2=C/c2ccoc2)C1c1ccoc1 (stereo unspecified)
    -4	-18	nt	-0.3	18	0.5	33	22	nt
Cc1ccc(NC(=O)Cn2nnc(C(=O)NCc3ccc4c(c3)OCO4)c2N)cc1
    10	-15	3	-4.8	-5	0.0	25	-9	0
CCOC(=O)Cc1csc(NS(=O)(=O)c2ccc(Cl)cc2)n1
    -2	-18	1	-2.0	-3	-4.9	-1	20	5
Cc1cc(C)nc(SCC(=O)Nc2ncc(C(F)(F)F)cc2Cl)n1
    -2	-9	1	-0.9	-7	-4.9	-6	7	4
Cc1cc(NC(=O)c2ccccc2Cl)n(C(C)(C)C)n1
    -6	1	0	-2.1	2	-3.0	11	2	nt
Cc1ccnc(NC(c2cccnc2)c2ccc3cccnc3c2O)c1 (stereo unspecified)
    -9	-8	-1	-3.7	-1	-1.7	-60	7	1
COC(=O)CSc1nc(SCc2ccc(C)cc2)nc2c1CCCC2
    -2	-9	1	-3.6	0	-1.9	-29	-3	3
CCCCNC(=O)CCSc1ccc(C)cc1
    0	-4	3	0.9	0	-0.3	-5	0	-4
NC(=O)N=Nc1c2[nH]c3ccccc3nc-2c2ccccc12
    -17	-10	-3	21*	1	-2.6	17	4	nt
COc1ccc(-n2nc(C(=O)NCC(=O)N3CCCCCC3)c3ccccc3c2=O)c(OC)c1
    -4	-40	-2	-3.8	5	-4.2	16	0	-1
COC(=O)c1ccc(COC(=O)c2cnc(Cl)c(Cl)c2)cc1
    2	-3	8	-1.7	-4	-3.2	-5	-5	5
CCOC(=O)c1nnn(-c2nonc2-c2ccccc2)c1C
    -10	4	5	-2.6	0	-3.0	10	1	-3
COc1ccc(C(=O)Cn2nnc(-c3ccc(N4CCOCC4)cc3)n2)cc1OC
    -11	-17	5	-2.4	-8	-4.9	10	-1	-7
COc1cc(SC)ccc1C(=O)NC1CCCCC1
    -28	-12	2	-0.7	-4	-3.3	1	2	-5
Oc1cccc(C(=S)N2CCCCC2)c1
    -3	-3	1	0.3	15	-3.1	6	-6	-3
COc1ccc(/C=N/NC(=O)CCn2cnc(-c3ccccc3)c2-c2ccccc2)cc1OC
    -2	-25	9	1.7	3	-3.6	-8	1	0
COc1cc(Br)cc(CNc2ccc(F)c([N+](=O)[O-])c2)c1O
    -4	13	9	-2.4	5	-2.9	-7	-15	-4
COC(=O)c1ccc(NC(=O)CN2C(=O)C3C4C=CC(C4)C3C2=O)cc1 (stereo unspecified)
    -1	5	5	3.5	-4	1.4	16	14	2
Cc1ccc(C(=O)N2CC(=O)Nc3ccc(F)cc3C2c2ccc(F)cc2)cc1[N+](=O)[O-] (stereo unspecified)
    2	-2	4	-0.1	-6	-2.2	-15	4	2
O=C(CCCn1nnc2ccccc2c1=O)N[C@H](C(=O)O)c1ccccc1
    -9	-10	-3	-1.1	-1	-3.9	9	7	2
O=C(CCC1N=C2c3ccccc3N=C(SCC(=O)NCc3ccco3)N2C1=O)NCc1ccco1 (stereo unspecified)
    -14	-23	4	-1.7	1	-2.2	20	15	-5
CCOc1ccc(/C=N/OCC(=O)NCc2ccco2)cc1
    -7	-10	5	-1.4	5	-1.9	7	8	0
COc1ccc(CNC(=O)Cc2cccs2)cc1OC
    -4	-6	1	-5.5	-1	-3.4	5	6	-2
Cc1cc(C)n2c(Br)c(CSc3nc4ccccc4o3)nc2n1
    -5	-11	-2	9.9*	13	2.0	20	1	-1
CC(C)(C)CC(C)(C)Nc1c(-c2ccc(O)cc2)nc2cnccn12
    nt	-34	0	-2.8	3	-3.5	nt	8	1
CC(=O)Nc1cccc(NC(=O)Cc2cccs2)c1
    0	-3	1	-3.4	3	-2.6	5	0	5
COc1ccc(NC(=O)CSC2CCCCC2)cc1
    -17	-5	-3	-1.5	-11	-1.5	8	-5	-1

# Bioassay records (PubChem BioAssay)
